Vif-A3F inh: blocks the Vif interaction with APOBEC3F; 390,000 tested, 0.2% active; Potency, µM (top dose mostly 46.1 µM), inactives show at the top dose activity, negative = active; HeLa A3F-eYFP + Vif (tagged APOBEC3F with the HIV-1 protein that degrades it), YFP fluorescence increase; note: % of control where 0% means no effect; nearly all actives have a fitted effect of over 65% in size
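Fluorescence increase (Ex 488/Em 500-530) after overnight compound treatment at 37 deg C flags inhibition of Vif-driven A3F-eYFP loss in stable HeLa A3F-eYFP/Vif cells seeded overnight beforehand.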
RGS4 inh: inhibitors of human regulator of G protein signaling 4. 390,000 tested, 0.039% active. Transcreener GDP fluorescence polarization, RGS4-accelerated GTP hydrolysis. AID 504845. Potency, µM (doses to about 114 µM), inactives show at the highest dose activity change, negative = inhibition, usual class: inhibitors. P49798; note: % is set by controls: 0 for no effect and ±100 for the full control effect; nearly all actives have a fitted effect of over 75% in size; some results filed as inactive show a strong effect at the top dose
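MLSMR compounds (23 nl, pin-transferred) preincubated 10 min at room temperature with a 500nM (2x) first reagent, then RGS4 at 900nM (2x) plus Transcreener GDP mix added; fluorescence polarization (620/688 nm) read before and after 90 min at 30 °C.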
rTrxR1 inhibitor: inhibitors of rat thioredoxin reductase 1; AID 588453; Potency, µM (series often up to 114 µM), for the others: at the highest dose activity change, negative = inhibition, hits mostly inhibitors; recombinant rTrxR1, NADPH fluorescence consumption, selenite substrate; 390,000 tested, 1% active; O89049; note: % is set by controls: 0 for no effect and ±100 for the full control effect; nearly all actives have a fitted effect of over 65% in size
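Rat TrxR1 (90 nM in the dispensed reagent) was pre-reduced with 400 uM NADPH for 5 min at room temperature, then incubated with compound for 15 min. After 400 uM selenite was added, NADPH fluorescence (Ex 340/Em 450 nm) was followed for 8 min.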
Vif-A3G inh: inhibitors of Vif-APOBEC3G interaction | Q9HC16 | HeLa A3G-eYFP + Vif (tagged APOBEC3G with the HIV-1 protein that degrades it), YFP fluorescence, overnight | Potency, µM (top dose mostly 46.1 µM), for inactives: top-dose activity, negative = active, actives largely listed as inhibitors | 410,000 tested, 0.076% active | AID 602310;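 note: % is set by controls: 0 for no effect and ±100 for the full control effect; nearly all actives have a fitted effect of over 60% in size; hits raise eYFP signal because A3G escapes Vif-driven loss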
Target sequence (Q9HC16 whole entry, looked up): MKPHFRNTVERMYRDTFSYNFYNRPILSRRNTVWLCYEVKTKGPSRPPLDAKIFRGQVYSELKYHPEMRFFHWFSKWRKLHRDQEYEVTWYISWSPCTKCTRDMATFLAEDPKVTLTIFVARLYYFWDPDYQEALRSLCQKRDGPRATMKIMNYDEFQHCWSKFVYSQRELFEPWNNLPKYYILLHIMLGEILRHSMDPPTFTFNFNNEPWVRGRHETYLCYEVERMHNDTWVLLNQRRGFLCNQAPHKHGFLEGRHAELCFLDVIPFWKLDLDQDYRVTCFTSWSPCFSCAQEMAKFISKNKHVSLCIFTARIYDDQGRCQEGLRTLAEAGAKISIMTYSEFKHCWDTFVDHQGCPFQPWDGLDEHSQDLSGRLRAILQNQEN
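HeLa cells stably expressing Vif and C-terminally eYFP-tagged A3G, seeded overnight at 37 deg C, then exposed to compound by pintool overnight at 37 deg C. Rise in yellow fluorescence (Ex 488/Em 500-530, Acumen) marks blocked Vif-driven A3G degradation.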
IDH1 R132H inh: human IDH1 R132H inhibition; O75874; IDH1-R132H enzyme, NADPH consumption, diaphorase/resazurin fluorescence; Potency, µM (series often up to 76.6 µM), for the others: top-dose activity change, negative = inhibition, actives largely listed as inhibitors; 390,000 tested, 0.093% active; note: % is set by controls: 0 for no effect and ±100 for the full control effect; nearly all actives have a fitted effect of over 65% in size
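IDH1-R132H (0.5 ug/mL dispensed) in pH 7.5 Tris buffer was preincubated 30 min with compound, then given a substrate mix of 0.016 mM NADPH and 2 mM alpha-KG for 80 min at room temperature; remaining NADPH was read by diaphorase/resazurin fluorescence.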
USP1-UAF1 inh: blocks the human USP1/UAF1 deubiquitinase complex. 390,000 tested, 0.23% active. AID 743255. recombinant USP1/UAF1, Ub-Rhodamine cleavage fluorescence. Potency, µM (series often up to 57.1 µM), for inactives: top-dose activity change, negative = inhibition, actives largely listed as inhibitors. O94782; note: % is set by controls: 0 for no effect and ±100 for the full control effect; nearly all actives have a fitted effect of over 60% in size; inactives centre near -12
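Step one: compound is pinned into 1nM USP1/UAF1 in HEPES pH 7.8 buffer with TCEP. Step two: 15 min room-temperature incubation. Step three: Ub-Rho (150nM final) starts cleavage, tracked by fluorescence over six one-minute reads.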
TrxR1 substrate: substrates of rat thioredoxin reductase 1 | O89049 | purified TrxR1 substrate turnover, NADPH consumption readout | Potency, µM (top dose mostly 114 µM), for inactives: at the top dose activity change, negative = substrate turnover | 390,000 tested, 0.01% active | AID 588456; note: % is set by controls: 0 for no effect and ±100 for the full control effect; nearly all actives have a fitted effect of over 50% in size
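Rat TrxR1, dispensed at 90 nM, was prereduced with 400 uM NADPH (final) for 5 min at ~22 deg C, then incubated with compound 15 min before 400 uM selenite. A first-read NADPH fluorescence drop versus no-compound background flagged substrates.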
RXFP1 ag: agonists of human relaxin receptor RXFP1; Q9HBX9; HEK293T-RXFP1 cAMP TR-FRET, 30 min; response scale: percent of porcine relaxin response, buffer zero; Potency, µM (titrated, usually from 57.5 µM), without a hit: at the top dose activation, hits mostly activators; 370,000 tested, 0.3% active; AID 2676; note: % is set by controls: 0 for no effect and ±100 for the full control effect; nearly all actives have a fitted effect of over 60% in size; many of its hits are not listed in these tables
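HEK293 cells stably expressing RXFP1, treated 30 min at 37C with compounds plus PDE4 inhibitor Ro 20174; cAMP measured by HTRF TR-FRET. Normalized to buffer and 29 nM porcine relaxin; EC50 by Hill fit.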
ALOX12 inh: inhibitors of human 12S-lipoxygenase ALOX12; P18054; purified 12hLO, xylenol orange hydroperoxide absorbance; Potency, µM (titrated, usually from 108 µM), for the others: at the top dose activity change, negative = inhibition, most hits filed as inhibitors; 580,000 tested, 1.1% active; note: % is set by controls: 0 for no effect and ±100 for the full control effect
Target sequence (P18054 whole entry, looked up): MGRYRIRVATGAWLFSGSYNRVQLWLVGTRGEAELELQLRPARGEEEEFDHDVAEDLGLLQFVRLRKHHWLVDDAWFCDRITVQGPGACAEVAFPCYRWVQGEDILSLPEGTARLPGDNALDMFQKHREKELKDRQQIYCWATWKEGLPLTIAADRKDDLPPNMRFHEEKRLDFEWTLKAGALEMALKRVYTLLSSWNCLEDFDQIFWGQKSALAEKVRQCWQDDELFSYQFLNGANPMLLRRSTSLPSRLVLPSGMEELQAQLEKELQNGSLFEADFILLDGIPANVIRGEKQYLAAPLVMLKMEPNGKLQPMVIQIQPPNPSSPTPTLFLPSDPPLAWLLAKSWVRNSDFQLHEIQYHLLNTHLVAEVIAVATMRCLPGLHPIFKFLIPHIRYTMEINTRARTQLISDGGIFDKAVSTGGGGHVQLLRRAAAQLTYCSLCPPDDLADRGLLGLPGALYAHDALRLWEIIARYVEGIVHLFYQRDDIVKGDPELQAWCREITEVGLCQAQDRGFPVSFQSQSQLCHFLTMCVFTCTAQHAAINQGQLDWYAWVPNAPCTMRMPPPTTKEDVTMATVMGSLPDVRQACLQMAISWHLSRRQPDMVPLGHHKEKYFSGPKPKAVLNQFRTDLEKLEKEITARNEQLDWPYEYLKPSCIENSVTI
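Hydroperoxide product was detected by ferrous iron/xylenol orange as the 573 to 405 nm absorbance ratio. Arachidonic acid at 40 uM (final) was turned over for 30 min at room temperature by 150 nM human 12hLO, pH 7.0 Hepes buffer, after 15 min compound preincubation.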
* = called active by the depositor; i = inactive; ? = inconclusive; nt = not tested or not shown; [ ] = another dose, or the depositor's remark. Calls come from the whole dose curve; as a rule, active = well fitted curve in the direction sought with a large enough effect; inconclusive = small, poorly fitted or top-dose-only effect, or another doubt; inactive = no such curve, though single readings can be large; an effect the other way counts as inactive or inconclusive. Potency is the fitted concentration of half-maximal effect.

SMILES,Vif-A3F inh,USP1-UAF1 inh,TrxR1 substrate,rTrxR1 inhibitor,RGS4 inh,RXFP1 ag,ALOX12 inh,IDH1 R132H inh,Vif-A3G inh
CCOC(=O)C1CCCN(C(=O)c2nn(-c3ccc(C)cc3)c(=O)n(C)c2=O)C1 (stereo not drawn),1%,-16%,0%[57.1 µM],18%[57.1 µM],-19%,2.6%,-15%,7%,-1%
Cc1cccc(C(=O)NNC(=O)C(=O)NC(C)(C)C)c1,-8%,-11%,-7%,-11%,-22%,1.9%,-21%,7%,-1%
CCOCCCNC(=O)CCn1ccc2cc(S(=O)(=O)N3CCCC3)ccc21,-10%,0%,4%[57.1 µM],12%[57.1 µM],10%[56.9 µM],-0.9%,2%,-9%,-1%
Cc1ccccc1NC(=O)C1C2/C=C\CCCCC21 (stereo not drawn),-1%,-17%,-5%,2%,-20%,1.3%,0%,4%,-6%
S=C(Nc1ccc(Oc2ccccc2)cc1)NC1CCCC1,-9%,-18%,5%[57.1 µM],6%[57.1 µM],-7%,2.6%,?,-2%,1%
COc1ccc(CC(=O)NC(C)c2nnc(SCC(=O)Nc3ccccc3)n2C)cc1 (stereo not drawn),4%,-25%,1%,25%,-12%,3.7%,33%[activator],-7%,0%
O=C(O)CC/C(=N/NC(=O)CNC(=O)Cc1ccccc1)c1ccccc1,3%,-3%,-13%,?,40%,0.1%,28%,-8%,0%
Cn1c(NC(=O)/C=C/c2ccco2)cc(=O)n(C)c1=O,0%,-19%,-12%,?,-5%,1.4%,-2%,3%,-18%
N#Cc1ccccc1NC(=O)c1ccccc1OCC(=O)Nc1ccc2c(c1)oc1ccccc12,-12%,?,6%,8%,19%,nt,-3%,1%,-23%
COCc1cc(/C=N\NC(=O)Cc2ccc(OC)cc2)ccc1OC,0%,-13%,-5%,1%,-33%,0.0%,-11%,6%,1%
COc1ccc(CN2CCN(C(C)C)C(CCO)C2)cc1Cn1cccn1 (stereo not drawn),3%,-4%,6%[57.1 µM],1%[57.1 µM],39%,-4.2%,-3%,1%,-2%
CC1CCCC(NC(=O)CN2CCN(S(=O)(=O)c3ccc(Br)s3)CC2)C1C (stereo not drawn),3%,3%,-12%,-15%,4%,0.3%,-20%,1%,1%
Cc1ccc(C2=NOC(C)(c3nnc(Cc4ccccc4)o3)C2)cc1 (stereo not drawn),-3%,-17%,5%,20%,1%,nt,5%,20%,1%
O=C(Nc1ccc(F)cc1F)c1ccc(S(=O)(=O)N2CCCCC2)cc1,-3%,-17%,-3%,-2%,-14%,1.0%,i,9%,0%
COc1ccc(/C=C/c2cc(O)cc(OC3OC(CO)C(O)C(O)C3O)c2)cc1 (stereo not drawn),3%,6%,-2%,-3%,22%,nt,12%,-3%,1%
O=C(CC12CC3CC(CC(C3)C1)C2)N1CCOCC1,-1%,-5%,6%[57.1 µM],-4%[57.1 µM],33%,1.5%,-21%,0%,0%
CCOC(=O)C1CCN(CC(=O)N2CCc3ccccc32)CC1,6%,-19%,8%,21%,26%,-0.5%,4%,2%,11%
C/C(=N\NC(=O)C(N)=O)c1ccc(O)cc1O,-14%,-8%,-10%,10%,-1%,-3.4%,17%,-22%,2%
N=c1oc2cc(O)ccc2cc1C(=O)Nc1ccc(Br)cc1,6%,-7%,28%[57.1 µM],3%[57.1 µM],-9%,-0.4%,?,6%,0%
Cc1oc(-c2cccc(Cl)c2)nc1CS(=O)(=O)CC(=O)NCc1ccccc1Cl,-6%,-6%,-2%,-24%,-13%,-0.7%,0%,0%,0%
O=C(CSc1nnc(-c2ccccc2F)n1C1CC1)N1CCCC1,-5%,-23%,nt,nt,nt,nt,7%,-7%,4%
COc1ccc(CCNC(=O)c2c(O)nc3ccccn3c2=O)cc1OC,4%,-13%,-4%,-5%,12%,11%,?,-7%,4%
CCCCCN(C(=O)CCC(=O)OCC(=O)N1CCCCC1C)c1c(N)n(CCCC)c(=O)[nH]c1=O (stereo not drawn),2%,-14%,4%,14%,20%,0.4%,91%[activator],4%,-2%
COC(=O)C1=C(C(=O)OC)[C@@H]2N(C)c3ccc(OC)cc3[C@@]23C[C@@H](C(=O)OC)N(C(=O)NC2CCCCC2)C3=N1,-1%,-12%,-4%,12%,12%,nt,-1%,3%,5%
CC1CN(C(=O)/C(=C/c2ccco2)NC(=O)c2ccccc2)CC(C)O1 (stereo not drawn),7%,-12%,5%[57.1 µM],3%[57.1 µM],12%,0.4%,-21%,-12%,-3%

Some entries already given with just RGS4 inh, IDH1 R132H inh and ALOX12 inh:
Compound	RGS4 inh	IDH1 R132H inh	ALOX12 inh
O=C(CC12CC3CC(CC(C3)C1)C2)N1CCOCC1	33%	0%	-21%
Cc1cccc(C(=O)NNC(=O)C(=O)NC(C)(C)C)c1	-22%	7%	-21%

(more compounds)
SMILES,Vif-A3F inh,USP1-UAF1 inh,TrxR1 substrate,rTrxR1 inhibitor,RGS4 inh,RXFP1 ag,ALOX12 inh,IDH1 R132H inh,Vif-A3G inh
CC(C)(C)OC(=O)N1CCC(c2c(C(=O)N3CCN(C(=O)c4ccco4)CC3)cnn2-c2ccccc2Cl)CC1,3%,-12%,-8%,?,12%,-0.9%,-5%,-5%,0%
CCC(=O)C1=C(O)C(c2cccc(Oc3ccccc3)c2)CCC1=O (stereo not drawn),-3%,-2%,0%,-3%,-3%,-1.6%,-10%,2%,4%
CN(CCc1ccccc1)C(=O)c1ccc(NC(=O)Cc2cccc([N+](=O)[O-])c2)cc1,-6%,14%,-15%,-4%,-1%,nt,-22%,-2%,2%
NCCOc1cnn(-c2ccccc2Cl)c(=O)c1Cl,6%,-6%,-5%,5%,-9%,4.9%,15%,0%,0%
O=C(NC(=O)N1CCCC1)c1csnn1,2%,-19%,10%[57.1 µM],20%[57.1 µM],-26%,1.3%,-12%,4%,0%
Cc1cc(C)c2c(CC(=O)NC3CCS(=O)(=O)C3)coc2c1 (stereo not drawn),10%,-14%,2%,32%,-12%,2.6%,-2%,-1%,0%
CCOc1ccc2nc(N3CCC(C(=O)NC4CCCCC4)CC3)sc2c1,4%,-21%,3%,12%,-15%,2.5%,7%,1%,2%
O=C(OCc1nnc(-c2ccccc2)o1)c1cccc(S(=O)(=O)N2CCOCC2)c1,?,-15%,-1%,4%,27%,0.0%,17%,6%,2%
CCc1ccc(N2CC(O)=C(c3nc4ccccc4c(=O)[nH]3)C2=N)cc1,-20%,-15%,11%,18%,-12%,?,-6%,5%,4%
Cc1ccc(NC(=O)CSc2nnc(COc3ccc(C#N)cc3)n2-c2ccccc2)cc1C,7%,-8%,0%[57.1 µM],5%[57.1 µM],-11%,1.3%,-1%,-3%,1%
O=C(c1ccccc1)N1CCN(CC(O)COC2CCCCC2)CC1 (stereo not drawn),-17%,-22%,-6%,-3%,0%,0.5%,?,2%,-4%
COc1ccc(S(=O)(=O)NNC(=S)NCCc2ccccc2)c(OC)c1,7%,-12%,-6%,?,-15%,1.4%,-17%,-1%,0%
CCOC(=O)N1CCC(NC(=O)CC(NS(=O)(=O)c2ccc(C)cc2)c2ccco2)CC1 (stereo not drawn),0%,-18%,9%[57.1 µM],14%[57.1 µM],-21%,2.2%,0%,4%,-1%
Cc1cc(N2CCN(C)CC2)nc2ccc(NC(=O)CCC(=O)N3CCN(c4ccc([N+](=O)[O-])cc4)CC3)cc12,-5%,?,-1%,-2%,-3%,-1.6%,-17%,-4%,1%
COc1ccc(-c2cn3c(C)c(C(=O)Nc4ccncc4)sc3n2)cc1,-5%,0%,6%[57.1 µM],10%[57.1 µM],-13%,?,6%,1%,-5%
CC(C)N1CCN(Cc2ccc3c(c2)Cc2ccccc2-3)CC1CCO (stereo not drawn),-1%,-5%,-2%,5%,-21%,3.2%,9%,-5%,1%
Cc1cc(N(CC(=O)NC(C)C)S(C)(=O)=O)ccc1Br,1%,-11%,-5%,-29%,-20%,0.5%,-3%,0%,0%
Cc1c(C(=O)Nc2ccc3oc(-c4cccnc4)nc3c2)oc2ccccc12,?,-6%,79%[activator],5%,-12%,12%,0%,0%,?
O=C(CSCCO)Nc1cccc2ccccc12,-2%,-16%,6%,11%,-24%,-1.4%,16%,1%,0%
COc1ccc(/C=C/C(=O)Nc2ccccc2C)cc1S(=O)(=O)N1CCOCC1,-9%,-27%,-5%,11%,-8%,0.1%,16%,-3%,0%
Cc1cccc(CCNS(=O)(=O)c2ccc3c(c2)n(C)c(=O)c(=O)n3C)c1,-4%,?,13%,29%,-6%,-0.3%,?,-6%,8%
CC1CC=CC2C1C(=O)N(Cc1ccccc1)C2c1ccc(F)c(-c2ccc(N(C)C)cc2)c1 (stereo not drawn),nt,nt,32%[activator],3%,-10%,nt,nt,nt,1%

An excerpt; rates above refer to the full screens.
